Source: PubChem (Broad Institute)
PGC1a acetyl inh – lowers PGC1a acetylation signal in U2OS cells | AlphaScreen anti-acetyl-lysine; with virally co-expressed GCN5 acetyltransferase | inhibition, % at 15.6 µM | actives 0.17% (n = 350,000) | AID 651687;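 active = every replicate shows inhibition of at least 40%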;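 also: 0% = neutral control wells and 100% = positive control wells; some results beyond the cut were filed as inactive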
LGR2 antag – inhibitors of bursicon-induced Drosophila LGR2 receptor cAMP signaling. inhibition, % at 9.99 µM. HEK293 LGR2, CRE-luciferase, bursicon-stimulated, 4 h. actives 0.35% (n = 380,000);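 active = drop in luminescence signal, shown as inhibition above about 50% in the replicate tests, limit read from the data, passing the limit was not always enough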;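 also: agonist challenge used bursicon conditioned medium at about half maximal strength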
S100A4 MyoIIA – blocks human S100A4 binding to myosin IIA peptide. P26447. S100A4/TAMRA-MyoIIA peptide fluorescence polarization. inhibition, % at 10.7 µM. actives 0.14% (n = 360,000). AID 652163;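 active = mean inhibition of at least 70% across replicates, with every replicate also reaching that level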
Target sequence (P26447 whole entry, looked up): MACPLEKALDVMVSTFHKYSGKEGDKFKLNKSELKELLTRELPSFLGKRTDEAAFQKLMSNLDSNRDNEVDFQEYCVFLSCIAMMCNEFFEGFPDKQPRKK
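incubation = readout 5 min after mixing, signal stable up to 60 min | system = S100A4 monomer protein | buffer or medium = HEPES pH 7.2 with CaCl2, KCl, NaCl, DTT, Triton | benchmarks = neutral control DMSO, positive control TFP | also added = fluorescent myosin IIA peptide, 5 nM | compound dosing = one concentration per compound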
FN deposition inh – fibronectin deposition inhibition | AH1F fibroblasts, Alexa488-fibronectin deposition fluorescence, overnight | inhibition, % at 12.6 µM | actives 0.086% (n = 350,000) | AID 743247;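 active = mean inhibition across replicates of 30% or more, regardless of how many single replicates reach that level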;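 also: positive control wells lacked labelled fibronectin entirely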
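material = AH1F fibroblast monolayer depositing Alexa488-labelled fibronectin into matrix | amount = 10000 AH1F cells/well | buffer or medium = DMEM plus 2% serum, read in PBS | incubation = 1 h cell adhesion before compound, then overnight fibronectin incubation | detection = fluorescence at 485 nm excitation, 525 nm emission | evaluation = percent inhibition as loss of matrix-bound fibronectin fluorescence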
PglD DTNB – PglD (C. jejuni) enzyme inhibition; purified PglD enzyme, DTNB colorimetric CoA detection; inhibition, % at 12.5 µM; AID 602405; actives 0.098% (n = 360,000); in the data active = inhibition above about 16%, passing the limit was not always enough; also: strong numbers were not always called active
EWS-Fli block – EWS/Fli transcriptional activity inhibition; A673 NR0B1-luciferase reporter, viability-normalised; inhibition, % at 12.6 µM; actives 0.67% (n = 350,000); AID 651661;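 active = mean inhibition of at least 50% after viability correction, with every replicate also passing that limit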;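 also: firefly luciferase signal divided by Alamar Blue viability fluorescence both relative to DMSO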
PAX8 inh HTS – lowers PAX8-driven luciferase in RMG-I cells. inhibition, % at 12.6 µM. actives 1.2% (n = 360,000). AID 652154. RMG-I TPO-luciferase reporter, SteadyGlo, 24 h;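 active = mean replicate inhibition at least 60% with every replicate also reaching 60%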;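 also: luciferase light reporting Pax8 driven TPO promoter activity; plate controls were median of neutral control wells for no effect and mitoxantrone controls for full effect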
ERAP1 HTS inh – ERAP1 (human) enzyme inhibition | Q9NZ08 | recombinant ERAP1, Leu-AMC fluorescence, 60 min | inhibition, % at 10.7 µM | actives 0.15% (n = 340,000) | AID 652197;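 active = mean replicate inhibition of at least 30%, or all replicates individually reaching that 30% level; inactive = mean below 30% and not every replicate reaching it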;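 also: 0% = neutral control wells and 100% = L-leucinethiol positive control wells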
Target sequence (Q9NZ08 whole entry, looked up): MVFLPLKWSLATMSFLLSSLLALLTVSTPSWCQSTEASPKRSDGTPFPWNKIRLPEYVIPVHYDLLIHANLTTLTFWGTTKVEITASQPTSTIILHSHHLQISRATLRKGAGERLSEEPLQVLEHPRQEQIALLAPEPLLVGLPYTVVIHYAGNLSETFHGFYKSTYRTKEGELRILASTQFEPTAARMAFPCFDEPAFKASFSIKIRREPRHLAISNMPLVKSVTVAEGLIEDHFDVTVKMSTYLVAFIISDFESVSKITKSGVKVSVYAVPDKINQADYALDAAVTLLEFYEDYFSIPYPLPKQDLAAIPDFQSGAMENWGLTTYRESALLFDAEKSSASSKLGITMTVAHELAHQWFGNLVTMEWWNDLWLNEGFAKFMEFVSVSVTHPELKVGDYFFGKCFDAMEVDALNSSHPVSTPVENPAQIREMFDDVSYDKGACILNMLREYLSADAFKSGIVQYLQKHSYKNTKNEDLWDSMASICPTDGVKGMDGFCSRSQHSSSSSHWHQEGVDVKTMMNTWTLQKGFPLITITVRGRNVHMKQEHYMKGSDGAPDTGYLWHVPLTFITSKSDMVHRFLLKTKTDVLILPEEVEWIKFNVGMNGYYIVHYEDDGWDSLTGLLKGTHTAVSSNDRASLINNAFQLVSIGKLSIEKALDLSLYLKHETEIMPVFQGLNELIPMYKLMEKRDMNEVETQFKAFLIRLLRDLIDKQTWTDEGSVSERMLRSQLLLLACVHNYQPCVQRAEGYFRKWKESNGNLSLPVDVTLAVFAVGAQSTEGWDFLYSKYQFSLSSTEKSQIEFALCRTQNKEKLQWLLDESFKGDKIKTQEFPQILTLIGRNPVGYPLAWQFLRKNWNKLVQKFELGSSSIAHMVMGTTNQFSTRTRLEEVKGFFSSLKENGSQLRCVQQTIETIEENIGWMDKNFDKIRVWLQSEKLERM
* hit, by the source's call; & = joins results of further samples; ! = repeats disagree.

`NC(=O)C1=C[C@@H](c2csc3ccccc23)C[C@@H](OCc2ccc(CO)cc2)O1` gave LGR2 antag 18, S100A4 MyoIIA -4, FN deposition inh 1, PglD DTNB 4, EWS-Fli block -4, PAX8 inh HTS 11 and ERAP1 HTS inh 3.
Screening Cc1ccc(S(=O)(=O)Nc2cccc(N(C)S(C)(=O)=O)c2)cc1[N+](=O)[O-] returned PGC1a acetyl inh -2, LGR2 antag 16, S100A4 MyoIIA 2, FN deposition inh 17, EWS-Fli block 3, PAX8 inh HTS 3 and ERAP1 HTS inh 1.
For C[C@H]1CN([C@@H](C)CO)C(=O)c2cc(C#CC3CCCCC3)cnc2O[C@H]1CN(C)Cc1cncnc1 the results were PGC1a acetyl inh -14, LGR2 antag -8, S100A4 MyoIIA 98*, FN deposition inh -11, PglD DTNB 5, EWS-Fli block -3 and ERAP1 HTS inh -2.
Cc1[nH]n(-c2ccccc2)c(=O)c1C=NCc1ccncc1 was read as PGC1a acetyl inh -4, LGR2 antag -9, S100A4 MyoIIA 2, FN deposition inh -8, PglD DTNB 1, EWS-Fli block 0, PAX8 inh HTS 1 and ERAP1 HTS inh -1.
`CC1(C(=O)NS(=O)(=O)c2ccccc2Cl)CCN1C(=O)CCc1ccc(Cl)cc1Cl` (centres undefined) gave PGC1a acetyl inh -1, LGR2 antag -9, S100A4 MyoIIA 0, FN deposition inh -3, PglD DTNB 1, EWS-Fli block -1, PAX8 inh HTS 11 and ERAP1 HTS inh -3.
Screening CCS(=O)(=O)NCC[C@H]1CC[C@@H](NC(=O)Cc2ccccn2)[C@H](CO)O1 returned PGC1a acetyl inh -7, LGR2 antag -2, S100A4 MyoIIA 15, FN deposition inh 1, PglD DTNB -1, EWS-Fli block -2, PAX8 inh HTS 0 and ERAP1 HTS inh 1.
`C[C@H](OC(=O)n1ccnc1)[C@@H]1O[C@@]2(C)CCC[C@@H]1O2` gave PGC1a acetyl inh 0, LGR2 antag 0, S100A4 MyoIIA -1, FN deposition inh -14, PglD DTNB 3, EWS-Fli block -5, PAX8 inh HTS -10 and ERAP1 HTS inh 3.
`CC(NCc1ccccc1O)c1ccccc1` (centres undefined) gave PGC1a acetyl inh 16, LGR2 antag 23, S100A4 MyoIIA -2, FN deposition inh -28, PglD DTNB 2, EWS-Fli block 5, PAX8 inh HTS 15 and ERAP1 HTS inh 5.
`O=C(CCN1CCCCC1)N/N=C/c1c[nH]c2ccccc12` gave LGR2 antag 0, S100A4 MyoIIA 1, FN deposition inh 7, EWS-Fli block 5, PAX8 inh HTS -3 and ERAP1 HTS inh -2.
N#CCC(=O)Nc1ccc(C(=O)N2CCN(S(=O)(=O)c3ccc4ccccc4c3)CC2)cc1 was read as LGR2 antag -4, S100A4 MyoIIA -11, FN deposition inh -5, PglD DTNB -5, EWS-Fli block 5, PAX8 inh HTS -2 and ERAP1 HTS inh 0.
Cn1c(CNC(=O)c2ccc3c(c2)OCO3)nnc1SCC(=O)Nc1ccccc1F was read as LGR2 antag 16, S100A4 MyoIIA -4, FN deposition inh -7, PglD DTNB -1, EWS-Fli block -15, PAX8 inh HTS -27 and ERAP1 HTS inh -1.
For CN(C)CC(=O)Nc1ccc2c(c1)[C@H]1C[C@H](CC(=O)NCc3cc(F)ccc3F)O[C@H](CO)[C@H]1O2 the results were PGC1a acetyl inh 4, LGR2 antag 2, S100A4 MyoIIA -39, PglD DTNB 0, EWS-Fli block -4, PAX8 inh HTS 1 and ERAP1 HTS inh 2.
Cc1ccc(C)c(N2N=C(C(=O)Nc3cccc(S(=O)(=O)N4CCCCC4)c3)CCC2=O)c1 was read as LGR2 antag 7, S100A4 MyoIIA 2, FN deposition inh -1, PglD DTNB -8, EWS-Fli block 7, PAX8 inh HTS 17 and ERAP1 HTS inh -2.
`COc1ccc(CCNC(=O)CCNC(=O)c2ccco2)cc1OC` gave LGR2 antag -9, S100A4 MyoIIA -6, FN deposition inh -6, PglD DTNB 4, PAX8 inh HTS 0 and ERAP1 HTS inh -2.
For CC(=O)NC(CCS(C)(=O)=O)C(=O)Nc1cc(C)ccc1C (centres undefined) the results were PGC1a acetyl inh 10, LGR2 antag -14, S100A4 MyoIIA -1, FN deposition inh 1, PglD DTNB 1, EWS-Fli block 2, PAX8 inh HTS 1 and ERAP1 HTS inh 4.

The list goes on, starting with the last three of the part before.
Cc1ccc(C)c(N2N=C(C(=O)Nc3cccc(S(=O)(=O)N4CCCCC4)c3)CCC2=O)c1 was read as LGR2 antag 7, S100A4 MyoIIA 2, FN deposition inh -1, PglD DTNB -8, EWS-Fli block 7, PAX8 inh HTS 17 and ERAP1 HTS inh -2.
`COc1ccc(CCNC(=O)CCNC(=O)c2ccco2)cc1OC` gave LGR2 antag -9, S100A4 MyoIIA -6, FN deposition inh -6, PglD DTNB 4, PAX8 inh HTS 0 and ERAP1 HTS inh -2.
For CC(=O)NC(CCS(C)(=O)=O)C(=O)Nc1cc(C)ccc1C (centres undefined) the results were PGC1a acetyl inh 10, LGR2 antag -14, S100A4 MyoIIA -1, FN deposition inh 1, PglD DTNB 1, EWS-Fli block 2, PAX8 inh HTS 1 and ERAP1 HTS inh 4.
Screening CCOC(=O)Cn1nc(NC(=O)c2cc(OC)cc(OC)c2)cc1C returned LGR2 antag 9, S100A4 MyoIIA -1, FN deposition inh 19, PglD DTNB 4, EWS-Fli block 5, PAX8 inh HTS -15 and ERAP1 HTS inh -2.
`COc1ccc(CN(C)C[C@@H]2Oc3ccc(NS(=O)(=O)c4ccc(F)cc4)cc3CC(=O)N([C@H](C)CO)C[C@@H]2C)cc1` gave PGC1a acetyl inh 6, LGR2 antag -2, S100A4 MyoIIA 5, FN deposition inh -10, PglD DTNB -1, EWS-Fli block -3, PAX8 inh HTS 11 and ERAP1 HTS inh 1.
CC1(C(=O)NC2CCCC2)CCN1C(=O)Cc1ccc(-c2ccccc2)cc1 (centres undefined) was read as PGC1a acetyl inh -5, LGR2 antag 8, S100A4 MyoIIA 0, FN deposition inh 1, PglD DTNB 2, EWS-Fli block 12, PAX8 inh HTS 10 and ERAP1 HTS inh -6.
`C[C@@H]1CN([C@H](C)CO)C(=O)c2cc(NC(=O)Nc3ccc(F)cc3)ccc2O[C@@H](C)CCCCO[C@H]1CN(C)S(=O)(=O)c1cccs1` gave PGC1a acetyl inh -7, LGR2 antag 7&10, S100A4 MyoIIA -5&-5, FN deposition inh 3, PglD DTNB -1&-4, EWS-Fli block 31&4, PAX8 inh HTS 68*! and ERAP1 HTS inh 3.
For N#C/C(=C\c1ccccc1C(F)(F)F)C(=O)Nc1ccccc1 the results were LGR2 antag 19, S100A4 MyoIIA -4, FN deposition inh -9, EWS-Fli block 12, PAX8 inh HTS 4 and ERAP1 HTS inh 2.
For COc1ccc(CNC(=O)CCCC(=O)Nc2cccc(Br)c2)cc1 the results were PGC1a acetyl inh 3, LGR2 antag -2, S100A4 MyoIIA 5, FN deposition inh 0, PglD DTNB -3, EWS-Fli block 28, PAX8 inh HTS 14 and ERAP1 HTS inh -51.
Screening CCN(CC(=O)Nc1c(F)cccc1F)C(=O)/C=C/c1c(C)nn(-c2ccc(F)cc2)c1C returned PGC1a acetyl inh 6, LGR2 antag 5, S100A4 MyoIIA -3, FN deposition inh 6, PglD DTNB -2, EWS-Fli block 2, PAX8 inh HTS -38 and ERAP1 HTS inh 2.
`Cc1cc(F)ccc1-c1cc(C(=O)NC2CCCCC2)[nH]n1` gave PGC1a acetyl inh 0, LGR2 antag -46, S100A4 MyoIIA 2, FN deposition inh -3, PglD DTNB 7, EWS-Fli block -54, PAX8 inh HTS -81 and ERAP1 HTS inh -2.
Screening Cc1cc(NC(=O)CSc2nnc(C(C)N(C)C)n2-c2ccc(F)cc2)no1 (centres undefined) returned LGR2 antag -5, S100A4 MyoIIA -2, EWS-Fli block 9, PAX8 inh HTS -33 and ERAP1 HTS inh 5.
Screening COC(=O)C(CC#Cc1ccc2c(c1)[C@]1(C(=O)N2)[C@H](c2ccc(OCCO)cc2)N2[C@H](c3ccccc3)[C@H](c3ccccc3)OC(=O)[C@H]2[C@@H]1C(=O)N1CCc2cc(OC)c(OC)cc2C1)C(=O)OC returned PGC1a acetyl inh 5, S100A4 MyoIIA -13, PglD DTNB -2, EWS-Fli block 30, PAX8 inh HTS -6 and ERAP1 HTS inh -1.
Screening C[C@H](CO)N1C[C@H](C)[C@@H](CN(C)Cc2ccc(C(=O)O)cc2)Oc2ncc(-c3ccc(C(=O)N(C)C)cc3)cc2C1=O returned PGC1a acetyl inh -22&4&1, LGR2 antag -11&-7, S100A4 MyoIIA 1&3&7, FN deposition inh 9, PglD DTNB 1&-3&-2, EWS-Fli block -9&-10&-12, PAX8 inh HTS 1&-5&-9 and ERAP1 HTS inh 0&0&0.
Screening COc1ccc(NC(=O)N(C)C[C@H]2Oc3ccc(NS(=O)(=O)c4ccccc4)cc3C(=O)N([C@@H](C)CO)C[C@@H]2C)cc1 returned PGC1a acetyl inh -5, LGR2 antag -11, S100A4 MyoIIA -34, PglD DTNB -1, EWS-Fli block -10 and ERAP1 HTS inh 2.
`Cc1cccc(Nc2nc(N)nc(CN3CCN(c4ccccc4F)CC3)n2)c1` gave PGC1a acetyl inh 4, FN deposition inh -5, PglD DTNB 3 and PAX8 inh HTS 4.
Screening CCn1c(=N)c(S(=O)(=O)c2ccc(C)cc2)cc2c(=O)n3ccccc3nc21 returned LGR2 antag -20, S100A4 MyoIIA -7, FN deposition inh 14, EWS-Fli block -15, PAX8 inh HTS -8 and ERAP1 HTS inh -305.
`Cc1nn(-c2ccc(N3CCOCC3)nn2)c(C)c1CCC(=O)Nc1ccccc1` gave PGC1a acetyl inh 8, LGR2 antag 15, S100A4 MyoIIA 5, FN deposition inh 15, PglD DTNB -2, EWS-Fli block -17, PAX8 inh HTS -34 and ERAP1 HTS inh -7.
Screening Cn1nnnc1Sc1ncnc2scc(-c3ccccc3Cl)c12 returned PGC1a acetyl inh 7, LGR2 antag 22, S100A4 MyoIIA 0, FN deposition inh 15, PglD DTNB -1, EWS-Fli block 17, PAX8 inh HTS 91* and ERAP1 HTS inh 2.
COc1cc(NC(=O)CN(C)Cc2cccc(F)c2)c(C)cc1[N+](=O)[O-] was read as PGC1a acetyl inh -3, LGR2 antag 5, S100A4 MyoIIA 3, EWS-Fli block -4, PAX8 inh HTS -4 and ERAP1 HTS inh 2.
For COc1ccc(S(=O)(=O)Nc2ccc3c(c2)CC(=O)N([C@@H](C)CO)C[C@H](C)[C@@H](CN(C)C(=O)Nc2ccccc2)O3)cc1 the results were PGC1a acetyl inh -5, LGR2 antag 3, S100A4 MyoIIA -18, PglD DTNB -1, EWS-Fli block -8, PAX8 inh HTS -5 and ERAP1 HTS inh 1.
COc1ccc(C2=NCCNC(C(F)(F)F)=C2)cc1 was read as LGR2 antag -5, S100A4 MyoIIA -1, EWS-Fli block 9, PAX8 inh HTS -5 and ERAP1 HTS inh 8.
COC(=O)[C@@]1(C)[C@H]2C(=O)N(C)C(=O)[C@H]2[C@H]2CN(C)C(=NC3CCCCC3)N21 was read as PGC1a acetyl inh 12, LGR2 antag 4, S100A4 MyoIIA -4, FN deposition inh 12, PglD DTNB 1, EWS-Fli block -5, PAX8 inh HTS -5 and ERAP1 HTS inh -7.
